# High-throughput results deposited in PubChem BioAssay by National Center for Advancing Translational Sciences (NCATS).
# EPAC2 antag = EPAC2 (human) antagonism; AID 720708; Potency, µM (titrated, usually from 114 µM), inactives show at the top dose activity, negative = inhibition, most hits filed as inhibitors; 360,000 tested, 0.18% active; EPAC2 GEF exchange of Rap1B-BODIPY-GDP, fluorescence; further: potency means the concentration at half of the fitted maximal effect; on the % scale 0 is the no-effect control and ±100 the full control effect; nearly all actives have a fitted effect of over 45% in size; many of its hits are not listed in these tables
# Target sequence (Q8WZA2 whole entry, looked up): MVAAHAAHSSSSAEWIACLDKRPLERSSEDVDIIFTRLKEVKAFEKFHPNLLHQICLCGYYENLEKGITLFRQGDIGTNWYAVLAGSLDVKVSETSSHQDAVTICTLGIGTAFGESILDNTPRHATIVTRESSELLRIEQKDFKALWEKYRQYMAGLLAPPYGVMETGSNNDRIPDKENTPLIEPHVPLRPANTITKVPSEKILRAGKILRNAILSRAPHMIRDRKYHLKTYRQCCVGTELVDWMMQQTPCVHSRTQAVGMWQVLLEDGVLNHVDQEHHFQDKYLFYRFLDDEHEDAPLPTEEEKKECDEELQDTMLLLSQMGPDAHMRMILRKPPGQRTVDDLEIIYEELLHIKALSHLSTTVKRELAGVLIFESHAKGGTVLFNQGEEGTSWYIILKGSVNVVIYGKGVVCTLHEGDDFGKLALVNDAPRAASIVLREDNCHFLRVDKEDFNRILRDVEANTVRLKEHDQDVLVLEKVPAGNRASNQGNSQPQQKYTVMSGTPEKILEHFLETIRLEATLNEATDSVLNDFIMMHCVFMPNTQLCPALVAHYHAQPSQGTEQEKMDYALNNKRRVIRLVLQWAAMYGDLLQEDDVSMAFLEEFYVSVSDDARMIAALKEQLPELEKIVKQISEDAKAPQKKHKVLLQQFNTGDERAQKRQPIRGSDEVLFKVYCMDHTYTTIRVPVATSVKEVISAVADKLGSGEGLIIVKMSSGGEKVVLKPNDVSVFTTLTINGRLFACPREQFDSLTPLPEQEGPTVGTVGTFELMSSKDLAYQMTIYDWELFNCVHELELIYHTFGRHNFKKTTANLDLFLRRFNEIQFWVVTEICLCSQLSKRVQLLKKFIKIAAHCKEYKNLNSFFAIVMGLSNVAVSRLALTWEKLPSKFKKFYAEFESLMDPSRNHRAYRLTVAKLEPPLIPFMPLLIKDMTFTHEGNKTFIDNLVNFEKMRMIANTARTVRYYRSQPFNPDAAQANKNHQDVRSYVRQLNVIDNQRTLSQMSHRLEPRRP
# Akt phos inh = Akt phosphorylation inhibition; Neuro2A IGF-stimulated pAkt S473 HTRF, 20 min; active compounds read low; activity change, % for hits at 50 µM; 360,000 tested, 0.32% active; in the data active means activity change below about -80%; inconclusive means mostly about -51% to -80%; further: on the % scale 0 is the no-effect control and ±100 the full control effect
#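 Neuro2A cells in DMEM with 0.5% FBS, overnight at 37 deg C, given compound at single 50 µM final, then IGF (6 nM final) for 20 min at 37 deg C. Lysed; phospho-Akt Ser473 by HTRF after 24 h, 665/615 ratio.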
# DRD3 antagonist = antagonists of human D3 dopamine receptor. P35462. D3R cells, DiscoveRx beta-arrestin luminescence, antagonist mode; active compounds read low. max response, negative = inhibition, %. 360,000 tested, 2.5% active; in the data active means max response below about -50%; inconclusive means no clear call, values can overlap the other calls; further: on the % scale 0 is the no-effect control and ±100 the full control effect; mostly tested at two doses, the higher about 12 µM
#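 Cells expressing the human receptor were seeded at 1500 cells/well, incubated overnight at 37 degrees C in 5% CO2, then exposed to library compounds with dopamine controls for 90 minutes at 37 degrees C before luminescent detection.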
# D3 ag = agonists of human D3 dopamine receptor | P35462 | D3R DiscoveRx beta-arrestin cells, luminescence, 90 min | max activation, % | 410,000 tested, 0.58% active; in the data active means max activation above about 30%; further: 0% is about no effect; mostly tested at two doses, the higher about 12 µM
#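 Cells at 1500/well, incubated overnight, then treated with pinned compounds (dopamine as control) for 90 min at 37 degrees C. DiscoveRx reagent added for 30 - 60 minutes at room temperature; luminescence read.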
# MmCpn inh = inhibitors of Methanococcus maripaludis chaperonin (MmCpn). purified Mm-Cpn ATPase, ADP Transcreener TR-FRET. Potency, µM (top dose mostly 76.9 µM), inactives show top-dose activity, negative = inhibition, usual class: inhibitors. 330,000 tested, 0.031% active; further: potency means the concentration at half of the fitted maximal effect; on the % scale 0 is the no-effect control and ±100 the full control effect; nearly all actives have a fitted effect of over 80% in size
#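 Quantitative HTS used 25 nM Mm-CPN and 10 uM ATP in magnesium/KCl Tris buffer, pH 7.4, with 1 mM DTT. Hydrolysis ran 30 min at 37°C; ADP was read by HTRF.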
# CCT modulator = cytosolic chaperonin activity modulation; 360,000 tested, 0.3% active; purified chaperonin ATPase assay, HTRF ADP detection, 30 min; activity change, % (test concentration not listed), hits read low; AID 651819; in the data active means activity change below about -30%; further: on the % scale 0 is the no-effect control and ±100 the full control effect
#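 ATPase activity: ADP formed was measured by HTRF Transcreener (665/615 nm ratio) after 30 min at 37 deg C with 10 uM ATP. Compounds screened at one 76 uM concentration against 40 or 20 nM TRiC in Tris pH 7.4/KCl/MgCl2/DTT buffer.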
# EPAC2 agonist = EPAC2 (human) agonism; Q8WZA2; EPAC2 activation, biochemical qHTS; response scale: 100% = 6.5 mM cAMP response; Potency, µM (highest dose often 154 µM), for inactives: at the highest dose activation, most hits filed as activators; 360,000 tested, 0.079% active; further: potency means the concentration at half of the fitted maximal effect; nearly all actives have a fitted effect of over 50% in size
#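 Compounds were added across a concentration range to EPAC2 (100 nM), RAP1B-BODIPY-GDP (250 nM) and GDP (50 uM). After 5 min at room temperature, fluorescence was recorded at 5-min intervals for 30 min.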
# PTHR1 ag = PTHR1 (human) receptor agonism; 410,000 tested, 0.075% active; Q03431; AID 743266; Potency, µM (top dose mostly 115 µM), inactives show at the top dose activation, usual class: activators; HEK293 GP2 PTHR1 cells, GloSensor cAMP luminescence, 1 h; further: potency means the concentration at half of the fitted maximal effect; nearly all actives have a fitted effect of over 55% in size; some results filed as inactive show a strong effect at the top dose; inactives centre near -15; many of its hits are not listed in these tables
#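 HEK-293-derived GP2 cells expressing PTHR1 and a GloSensor cAMP reporter, 3,000/well, plated overnight, given luciferin plus IBMX (each 0.5 mM as added) for 1 h at 37 °C, then compound for 1 h at 37 °C. Luminescence was read after 15 min at room temperature.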
# * hit, by the source's call; i = inactive; ? = inconclusive; · = not tested or not shown; [ ] = remark or other dose. Unless noted, the call rests on the fitted dose curve; in most records, active means well fitted curve in the direction sought with a large enough effect; inconclusive means small, poorly fitted or top-dose-only effect, or another doubt; inactive means no such curve, though single readings can be large; an effect the other way counts as inactive or inconclusive.
SMILES,EPAC2 antag,Akt phos inh,DRD3 antagonist,D3 ag,MmCpn inh,CCT modulator,EPAC2 agonist,PTHR1 ag
Cc1ccc(NS(=O)(=O)c2ccc(Cl)c(C(=O)Nc3ccccc3-c3nc4ccccc4[nH]3)c2)cc1C,-14.4%,i,-14.3,-4.3,-27.5%,-2.2,16.5%,-10.9%
O=C(CN1C2=NCCN2c2ccccc21)c1cccs1,2.2%,i,3.6,-7.7,-0.6%,-1.3,0.1%,-21.2%
Cc1nc(-c2ccccc2)sc1C(=O)CSc1ccccc1,-4.8%,i,-11.6,-3.4,-19.6%,-2.1,10.5%,-8.8%
Cn1c(C(=O)NCCN2CCCCCC2)cc2c(=O)n(C)c3ccccc3c21,-6.7%,i,-1.5,-9.9,3.9%,0.8,-4.6%,-13.1%
CCCCCCC(=O)Nc1nc(C)c(-c2csc(Nc3cccc(OC)c3)n2)s1,-5.1%,i,8.9,-0.7,?,-6.5,4.3%,-16.3%
Cc1cccc(C)c1NC(=O)c1cc(-c2ccccn2)nc2ccccc12,5.7%,i,29.5,4.9,-1.3%,-1.4,3.7%,i
C/C=C/c1ccc(OCC(O)CN(C)Cc2ccc(SC)cc2)c(OC)c1 (stereo not given),-18.7%,i,-21.9,-17.2,-1.2%,-0.6,19.3%,i
Cc1cc(C)cc(NC(=O)c2cc3c(=O)n4ccccc4nc3s2)c1,0.9%,i,0.8,5.3,-1.7%,0.3,-0.8%,-4.5%
O=C(C1=C[C@@H](c2ccc(C(F)(F)F)cc2)C[C@@H](OCCCCO)O1)N1CCOCC1,12.9%,i,-3.6,2.3,·,-2.9,4.7%,i
Cc1ccc(Sc2cnc(N)nc2C)cc1,9.8%,i,23.9,13.1,0.4%,3.0,4.0%,i
Cc1cccc(CSc2nc3ccncc3n2CC(=O)Nc2cc(C)cc(C)c2)c1,7.8%,i,-54.6*,-11.1,-14.0%,1.2,-9.0%,-16.0%
COc1ccccc1N1CCN(C(=O)C(CC(C)C)NC(=O)C2CCCCC2)CC1 (stereo not given),-16.4%,i,-3.7,-24.2,-3.5%,-5.4,-1.9%,-31.8%[inhibitor]
COc1ccc(C(=O)/C(=C\N(C)C)n2nc(C)cc2C)cc1,1.8%,i,3.6,5.8,-2.6%,-2.5,-4.7%,i
Cc1c(NC(=O)CC(C)C)c(=O)n(-c2ccccc2)n1C,11.7%,i,17.5,2.3,2.4%,0.3,3.2%,-10.2%
COc1ccc(C2CC(c3cccs3)=Nc3ccccc3S2)cc1OC (stereo not given),-8.9%,i,25.0,10.5,-0.4%,-1.7,19.7%,i
Cc1ccc(N(CC(=O)NCc2ccco2)C(=O)CCC(=O)Nc2nccs2)cc1C,2.1%,i,-13.9,-10.9,1.6%,-0.3,2.5%,i
C/C(=N\NC(=O)Cc1cccn1C)c1ccc2ccccc2c1,3.2%,i,6.9,5.4,-0.7%,-3.0,2.2%,-2.8%[57.5 µM]
COc1ccc(CN=C2NC(=O)CC(C(=O)Nc3ccccc3C)S2)cc1 (stereo not given),12.2%,i,-12.9,-13.2,3.7%,-0.7,10.1%,-13.1%
CN(Cc1ccccc1)S(=O)(=O)c1cccc(C(=O)O)c1,6.2%,i,0.5,9.5,-0.7%,0.0,1.6%,i
O=C(Nc1ccncc1)Nc1cccc(Cl)c1,3.2%,i,4.1,-7.4,0.4%,-2.0,8.0%,-0.6%
COc1ccc(NC(=O)N2CCCC2C(=O)NCc2cccs2)cc1 (stereo not given),-6.2%,i,-7.6,15.6,-0.6%,-0.8,10.9%,-28.8%
c1csc(-c2nn3c(Cn4cnc5ccccc54)nnc3s2)c1,2.1%,i,5.1,-1.3,-1.9%,-1.7,7.9%,-6.1%[57.5 µM]
O=C(NCc1ccccc1)c1nc2c(nnn2Cc2cccc(Cl)c2)c(=O)[nH]1,-0.2%,i,-25.6,-5.2,0.3%,-0.8,3.5%,-14.3%[57.5 µM]
CCC(C)NC(=O)[C@@H]1CSC2c3ccccc3C(=O)N21 (stereo not given in full),-2.2%,i,1.1,4.9,0.0%,-7.6,6.2%,i
CC(=O)Nc1ccc(/C=C(\C#N)C(N)=O)cc1,5.7%,i,-5.1,-8.8,-2.1%,-2.7,17.8%,-3.0%
Cn1c(=O)[nH]c(=O)c2c1nc(CN1CCN(c3ccccc3F)CC1)n2CCc1ccccc1,13.0%,i,6.3,3.3,0.3%,-1.4,-10.0%,-19.2%
O=C(CSc1nc(-c2ccccc2)cs1)NCc1ccco1,-0.8%,i,-22.7,-4.6,-1.3%,-2.8,-4.3%,-14.1%
CCOc1ccc(NC(=O)CN(C)C(=O)c2cn(-c3ccccc3)nc2-c2cccs2)cc1OCC,-7.1%,i,1.8,24.2,-11.3%,-2.3,11.7%,i
COc1ccccc1Nc1nc(C)cc(C)c1C(N)=O,1.8%,i,4.2,5.5,0.0%,-1.7,-4.5%,-2.6%[57.5 µM]
Cc1nc(CN(C)Cc2nc(Cc3ccccc3Cl)no2)cs1,-9.1%,i,-14.6,2.1,-0.5%,0.2,6.2%,?
CCN(CC)S(=O)(=O)c1ccc(N2CCN(C)CC2)c(NC(=O)c2cc(=O)c3ccccc3o2)c1,-3.8%,i,6.1,8.5,1.3%,1.0,-4.4%,i
CC1(C)CC(NC(=O)c2ccccc2NS(=O)(=O)c2ccc(Br)cc2)CC(C)(C)N1,-7.7%,i,-2.2,-2.1,·,-0.2,-3.2%,-1.8%
Cc1cc(C)cc(OCC(=O)OCC(=O)NC2CCCCCCC2)c1,-9.9%,i,-2.5,1.6,0.4%,0.8,7.5%,i
Cc1ccc(Nc2nc3ccccc3c(=O)[nH]2)cc1C,12.2%,i,6.8,-17.6,0.9%,1.6,-6.1%,-33.1%[inhibitor]
COc1ccc(CC(=O)Nc2cccc(C(=O)NN3C(=O)c4ccccc4C3=O)c2C)cc1,2.6%,i,5.2,-12.8,-1.3%,-1.4,1.9%,-24.8%
Cc1nnc(N(C)C(=O)c2ccc3c(c2)OCO3)s1,0.4%,i,-6.5,-6.9,-3.9%,-2.1,0.1%,-35.1%
COc1ccccc1OCC(=O)NNC(=O)Nc1ccc(Cl)cc1,-11.4%,i,-12.5,-5.1,1.6%,-1.4,-2.4%,i
Cc1cc(=O)oc2cc(OCC(=O)NCc3ccncc3)ccc12,-13.6%,i,-7.0,-2.1,0.1%,0.0,12.4%,-4.1%[57.5 µM]
O=C(CN1C(=O)c2ccccc2C1=O)NC1CCC(O)CC1 (stereo not given),-1.0%,i,-12.0,-3.9,-0.2%,-3.0,-0.7%,i
CC1Cc2ccccc2N1CC(=O)Nc1ccc(N2CCOCC2)cc1 (stereo not given),-2.8%,i,-7.4,-2.9,-2.2%,5.2,2.0%,-16.5%
COc1ccc(/C=C2\SC(=O)N(CCn3cnnn3)C2=O)cc1,9.7%,i,5.0,-0.6,0.6%,-1.7,-9.0%,i
CC1CCCCN1C(=O)c1cc(Cl)ccc1[N+](=O)[O-] (stereo not given),-0.3%,i,12.4,2.7,-1.0%,2.3,-4.1%,i
Cc1cccc(NC(=O)CN2C(=O)S/C(=C\c3cc(C)n(C)c3C)C2=O)c1,0.6%,i,-16.2,-4.3,-8.2%,-3.4,3.8%,-56.7%[inhibitor]
C/C(=N\NC(=O)c1cc(C)oc1C)c1ccc2ccccc2c1,-4.6%,i,13.0,-4.3,-0.7%,-0.1,-5.1%,i
COc1ccc(/C=N/NC(=O)c2cccc(C(F)(F)F)c2)cc1,5.2%,i,16.5,7.1,-6.6%,-2.9,3.1%,i
C=CCN1C(=O)N(c2ccc(F)cc2)C(=O)C1CC(=O)Nc1ccc(Cl)cc1 (stereo not given),-4.5%,i,-7.3,-7.4,-8.5%,0.7,-1.1%,i
COc1cc2c(cc1OC)CN(C(=O)c1ccc(Br)o1)CC2,1.6%,i,-0.3,-3.1,0.7%,-0.9,15.3%,-9.6%
CC(C)NCCOc1cccc(Br)c1,-1.6%,i,-74.8*,-1.6,0.0%,-2.6,-4.2%,-3.3%[57.5 µM]
CNC(=O)COC(=O)c1cccnc1SC,-4.3%,i,17.3,-5.0,-0.4%,-0.8,0.4%,i
CCCCNC(=O)C(=O)N/N=C/c1ccc(C(=O)OC)cc1,-7.0%,i,?,-0.9,-0.3%,2.0,-5.2%,24.5%

# Entries listed so far containing a furan ring, fused or not (4):
SMILES,EPAC2 antag,Akt phos inh,DRD3 antagonist,D3 ag,MmCpn inh,CCT modulator,EPAC2 agonist,PTHR1 ag
Cc1ccc(N(CC(=O)NCc2ccco2)C(=O)CCC(=O)Nc2nccs2)cc1C,2.1%,i,-13.9,-10.9,1.6%,-0.3,2.5%,i
O=C(CSc1nc(-c2ccccc2)cs1)NCc1ccco1,-0.8%,i,-22.7,-4.6,-1.3%,-2.8,-4.3%,-14.1%
C/C(=N\NC(=O)c1cc(C)oc1C)c1ccc2ccccc2c1,-4.6%,i,13.0,-4.3,-0.7%,-0.1,-5.1%,i
COc1cc2c(cc1OC)CN(C(=O)c1ccc(Br)o1)CC2,1.6%,i,-0.3,-3.1,0.7%,-0.9,15.3%,-9.6%

# (listing goes on)
SMILES,EPAC2 antag,Akt phos inh,DRD3 antagonist,D3 ag,MmCpn inh,CCT modulator,EPAC2 agonist,PTHR1 ag
OCCN1CCN(c2ncnc3scc(-c4ccc(F)cc4)c23)CC1,6.5%,i,-7.6,8.1,0.3%,-1.1,10.9%,-37.6%[inhibitor]
CS(=O)(=O)N1CCC(C(=O)NCCc2ccccc2)CC1,-1.5%,i,7.7,7.4,0.9%,0.2,-2.7%,i
Cc1ccc(NC(=O)c2cc(C)n(-c3cccc(C)c3)c2C)cc1,7.0%,i,-4.9,-5.4,?,-27.8,-3.2%,-89.6%[inhibitor]
COCCNC(=O)CN(Cc1ccc(Cl)cc1)S(C)(=O)=O,7.9%,i,-7.9,11.7,0.8%,-0.8,-2.4%,-17.9%[57.5 µM]
CCCN1CCN(CC(=O)Nc2nnc(C)s2)CC1,6.3%,i,19.6,1.0,0.8%,-1.3,5.6%,i
O=C(COC(=O)/C=C/c1ccccc1Cl)NCc1ccccc1,3.3%,i,4.4,11.7,1.6%,0.0,-12.0%,i
Cc1cccc(C(=O)NCCCNC(=O)c2cccc(C)c2)c1,-1.4%,i,-4.6,-0.4,2.2%,-1.9,7.0%,-10.4%
Cc1ccc(SCC(=O)OCC(=O)NCc2cccs2)cc1,-4.7%,i,-16.2,-0.8,2.1%,-0.8,9.5%,i

# Only part of the results is shown; rates above refer to the full screens.
